Compound activity (PubChem BioAssay)
CendR NRP1 mod – NRP-1/CendR interaction modulation; O14786; FAM-RPARPAR peptide binding to NRP-1, fluorescence polarization; inhibition, % at 25 µM; 360,000 tested, 0.85% active;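 active means inhibition or corrected inhibition above about 18%, plus a signal ratio from 0.5 to 1.5, limit read from the data, passing the limit was not always enough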; further: strong numbers were not always called active
Scp-1 inhibitor – blocks human Scp-1 phosphatase activity | Q9GZU7 | Recombinant Scp1, phosphopeptide, malachite green phosphate absorbance | inhibition, % at 20 µM | 340,000 tested, 0.88% active | AID 493091;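 active means inhibition above about 50% at 20 µM, limit read from the data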;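 further: plate controls were DMSO wells with enzyme for no effect and wells lacking enzyme for full effect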
Target sequence (Q9GZU7 76-261 limits assumed): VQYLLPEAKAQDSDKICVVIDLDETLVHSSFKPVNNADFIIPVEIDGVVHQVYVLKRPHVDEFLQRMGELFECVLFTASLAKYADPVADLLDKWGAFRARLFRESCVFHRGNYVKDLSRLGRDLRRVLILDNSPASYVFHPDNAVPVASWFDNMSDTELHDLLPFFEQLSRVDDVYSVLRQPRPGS
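Incubation: 45 min enzyme reaction at room temperature / System: truncated SCP-1 phosphatase (76-261aa) / Reagent: Phospho 17-mer peptide substrate / Buffer or medium: Acidic Tris acetate buffer with magnesium and detergent / Signal: absorbance at 630 nm / Doses: one concentration, 20 µM, with 1.0% DMSO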
MsrA inhibitor – inhibits bovine methionine sulfoxide reductase A. inhibition, % at 15.5 µM. purified bovine MsrA, absorbance read-out. 360,000 tested, 0.75% active; in the data active means inhibition above about 4.5%;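 further: 0% = vehicle wells with enzyme and 100% = reference inhibitor wells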
LMPTP inh – blocks human LMPTP phosphatase. P24666. recombinant LMPTP-A, OMFP fluorogenic substrate, fluorescence intensity. inhibition, % at 20 µM. 360,000 tested, 0.22% active;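 active means compounds that cut the enzyme signal by at least half of the control window in the single-dose screen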;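 further: plate controls were DMSO wells with enzyme plus substrate for no effect and substrate without enzyme for full effect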
Target sequence (P24666 whole entry, looked up): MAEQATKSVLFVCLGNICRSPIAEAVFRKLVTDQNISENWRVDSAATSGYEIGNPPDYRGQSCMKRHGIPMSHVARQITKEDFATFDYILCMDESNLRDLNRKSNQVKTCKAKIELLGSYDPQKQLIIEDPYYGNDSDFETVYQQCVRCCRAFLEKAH
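Test system: LMPTP-A phosphatase enzyme; input: 0.625 nM LMPTP-A final; reagent: OMFP substrate, 400 µM final; compound dosing: 20 µM single dose, 3% DMSO; incubation: 50 min dark incubation at room temperature; measured by: endpoint fluorescence intensity from OMFP dephosphorylation; measure: % inhibition relative to no-enzyme and uninhibited control wells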
TbMetRS inhib – blocks T. brucei methionyl-tRNA synthetase activity. purified T. brucei MetRS, ATP depletion, Kinase-Glo luminescence. 360,000 tested, 0.4% active. inhibition, % at 11.9 µM;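 active means inhibition above a per-plate cutoff of the control wells' mean inhibition plus 3 SD, cut at about 5.5% in these data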;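 further: 0% = DMSO wells median and 100% = median of wells with control inhibitor compound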
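assay system = parasite MetRS enzyme | timing = 15 min preincubation, 2 h reaction, all 25 °C | evaluation = percent inhibition relative to median high and low control wells | medium = HEPES buffer containing pyrophosphatase, BSA, spermine, DTT | compound = single dose, 11.9 µM final nominal, 0.9% final DMSO | detection = Kinase-Glo luminescence, ATP depletion format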
bovine MsrA act – activators of bovine methionine sulfoxide reductase A; AID 602163; purified bovine MsrA, absorbance read-out; 360,000 tested, 0.3% active; activation, % at 10.6 µM; in the data active means activation above about 7.5%;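 further: 0% = vehicle and 100% = reference activator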
DNMT1 inh – DNMT1 (human) enzyme inhibition. inhibition (reported as % activation of signal), % at 10 µM. DNMT1 molecular beacon, Hinp1I cleavage, fluorescence. AID 588458. 360,000 tested, 0.83% active. P26358; in the data active means inhibition above about 50%
STEP inh – blocks human striatal-enriched tyrosine phosphatase; 360,000 tested, 0.25% active; inhibition, % at 20 µM; AID 588621; P54829; recombinant STEP, OMFP fluorogenic substrate, fluorescence;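 active means inhibition at 20 µM, scaled per plate between control wells, above about 37%, limit read from the data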;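 further: 0% = DMSO with enzyme and substrate and 100% = substrate only without enzyme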
Target sequence (P54829 whole entry, looked up): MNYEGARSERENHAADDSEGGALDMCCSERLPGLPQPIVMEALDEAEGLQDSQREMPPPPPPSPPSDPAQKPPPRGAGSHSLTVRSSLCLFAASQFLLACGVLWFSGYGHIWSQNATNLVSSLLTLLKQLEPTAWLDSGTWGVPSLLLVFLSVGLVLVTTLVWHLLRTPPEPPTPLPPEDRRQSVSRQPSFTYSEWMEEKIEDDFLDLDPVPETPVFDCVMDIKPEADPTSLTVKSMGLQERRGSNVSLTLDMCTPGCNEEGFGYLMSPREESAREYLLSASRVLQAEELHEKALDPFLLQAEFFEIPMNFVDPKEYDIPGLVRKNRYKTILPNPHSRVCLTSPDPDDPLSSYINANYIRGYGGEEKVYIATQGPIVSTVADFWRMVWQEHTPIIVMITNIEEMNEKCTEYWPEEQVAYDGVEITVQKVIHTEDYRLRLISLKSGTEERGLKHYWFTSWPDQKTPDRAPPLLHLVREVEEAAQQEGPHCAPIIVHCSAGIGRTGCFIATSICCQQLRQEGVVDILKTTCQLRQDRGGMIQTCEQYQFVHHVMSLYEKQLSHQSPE
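Assay system: isolated STEP enzyme. Buffer or medium: pH 6.0 Bis-Tris with DTT and Tween 20. Also added: fluorogenic phosphatase substrate OMFP at 25 µM final. Dosing: 20 µM, 1% DMSO. Timing: 20 min reaction, room temperature, in the dark. Measured by: fluorescence intensity, excitation 480 nm, emission 540 nm. Evaluation: normalized % inhibition.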
E coli Lon inh – inhibitors of E. coli Lon protease. purified E. coli Lon protease, fluorescence polarization. P0A9M0. inhibition, % at 7.94 µM. 360,000 tested, 0.42% active; in the data active means inhibition above about 13%, passing the limit was not always enough;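 further: 0% = enzyme with probe and DMSO and 100% = no enzyme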
SUMO1 PPI mod – alters human SUMO1 binding to SIM partners. 360,000 tested, 0.33% active. inhibition, % at 20 µM. SUMO1 binding to a labelled peptide, TR-FRET, 1 h. P63165. AID 602429; in the data active means inhibition above about 37%
Target sequence (P63165 whole entry, looked up): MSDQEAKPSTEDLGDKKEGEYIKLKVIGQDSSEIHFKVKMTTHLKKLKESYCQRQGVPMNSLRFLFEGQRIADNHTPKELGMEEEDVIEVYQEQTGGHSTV
Numbers without * were called inactive; . = no result given. The order is random. About 4.3% of those tested had a hit in this group.

Values in the order: CendR NRP1 mod | Scp-1 inhibitor | MsrA inhibitor | LMPTP inh | TbMetRS inhib | bovine MsrA act | DNMT1 inh | STEP inh | E coli Lon inh | SUMO1 PPI mod
1) CC1=C(C(N)=O)C(c2ccccn2)n2nc(-c3ccccc3Cl)nc2N1 (stereo unspecified)
 : -4 | -8 | -0.8 | -1.5 | -0.1 | -3 | 0 | -2 | -3 | 2
2) Cc1ccccc1CN1CCN(C(=O)c2ccc(F)cc2)CC1
 : 9 | -9 | -0.8 | -1.6 | 0.0 | -1 | 1 | 0 | 3 | -1
3) CC1CCN(C(=O)CSc2nnc(CNc3ccc(F)cc3)n2Cc2ccco2)CC1
 : -8 | -5 | 1.1 | -1.2 | -0.3 | 4 | 2 | -2 | 1 | 2
4) O=C(COC(=O)/C=C/c1ccc(C(F)(F)F)cc1)NCC1CCCO1 (stereo unspecified)
 : 7 | -3 | -1.2 | -0.8 | -0.3 | -2 | 1 | 0 | -11 | -16
5) CNC(=O)CS(=O)(=O)CC(=O)Nc1cc(OCCOC)c(Cl)cc1Cl
 : -3 | -5 | -0.7 | 1.3 | -0.4 | -4 | -1 | -2 | 1 | -3
6) N#CC1(c2ccccc2)CCC(NCCc2ccccc2)CC1 (stereo unspecified)
 : 9 | -7 | -0.7 | -1.8 | -0.1 | -1 | 1 | 2 | 3 | -1
7) O=C(Cn1nc(CNc2ccc(Cl)cc2)[n+]2c1CCCCC2)c1ccc(Cl)cc1
 : 11 | 8 | -0.8 | 0.4 | 2.1 | -1 | 4 | -2 | -81 | 0
8) CC(=O)OCCC(C)C
 : -1 | 12 | 0.0 | -1.7 | -0.9 | -4 | -5 | -1 | -3 | 5
9) CC(C)(C)c1ccc(S(=O)(=O)Nc2ccc3c(c2)COC3=O)cc1
 : -10 | -7 | 0.2 | 1.3 | -1.1 | -5 | 3 | 1 | -3 | 3
10) O=C(CCS(=O)(=O)c1cccs1)Nc1ccc(C(=O)NCc2ccc(F)cc2)cc1
 : -4 | -7 | 1.6 | 0.0 | -0.2 | -6 | 2 | 4 | 0 | 0
11) CCn1nnc(NC(=O)c2ccccc2Br)n1
 : -5 | -8 | -0.7 | -3.5 | -0.7 | -10 | 3 | -2 | 8 | 2
12) CCC(C)(C)n1nnnc1C(c1ccc(O)c(OC)c1)N1CCc2ccccc2C1 (stereo unspecified)
 : -13 | 2 | 0.2 | -0.3 | -0.6 | -2 | -1 | -1 | 0 | -2
13) CCC(=O)N/C(=N/c1nc(C)cc(C)n1)Nc1cccc(OC)c1
 : 2 | -5 | -0.2 | 0.0 | -1.8 | -12 | -2 | 0 | -5 | 2
14) O=C(COc1ccccc1Cc1ccccc1)Nc1cccc(S(=O)(=O)N2CCOCC2)c1
 : 3 | -10 | 0.0 | 1.9 | -0.5 | -6 | 1 | 2 | -4 | 1
15) COc1cc(/C=C2\N=C(c3c(-c4ccccc4)noc3C)OC2=O)ccc1OC(C)=O
 : -20 | -4 | 0.2 | 0.0 | -0.2 | -2 | -2 | 2 | -2 | -1
16) CC(=O)Nc1ccc(NC(=O)c2ccc(S(=O)(=O)N3CCCCCC3)cc2)cc1
 : 2 | . | 1.4 | 1.6 | 0.6 | -1 | 2 | -4 | 3 | 1
17) CCCN(CC(=O)Nc1ccccc1OC)C(=O)c1ccncc1
 : 10 | -6 | 0.2 | -0.9 | -1.1 | -4 | 1 | -1 | 1 | 1
18) CCOc1ccccc1NC(=O)Nc1ccc(CC#N)cc1
 : 4 | -15 | -1.0 | 1.0 | 0.0 | -2 | -5 | -1 | 3 | -2
19) CC1(C)CN(c2ccccc2)N(Cc2ccc(F)cc2)C1=O
 : -6 | 0 | 1.7 | -0.8 | -0.1 | 1 | 3 | 4 | 3 | 1
20) CCCn1c(=O)c(C(=O)NCCc2ccc(OC)c(OC)c2)c(O)c2ccccc21
 : -12 | -2 | 0.1 | 0.1 | -1.5 | -12 | 5 | -1 | 6 | 3
21) O=[N+]([O-])c1cc(S(=O)(=O)N2CCOCC2)ccc1OCc1ccccc1C(F)(F)F
 : 6 | -4 | 0.6 | 0.3 | -0.2 | -1 | 0 | 1 | -9 | 1
22) CCC1=C(c2ccc(C)cc2)S(=O)(=O)N=C1N1CCC(C(=O)NCCCN2CCCCC2C)CC1 (stereo unspecified)
 : -9 | -7 | 1.6 | -2.1 | -0.5 | -4 | 0 | -2 | 9 | -22
23) O=c1cc(O)c2ccccc2[nH]1
 : 0 | -3 | 0.2 | 1.3 | -0.3 | -5 | 3 | 1 | -3 | -1
24) CN(Cc1ccccc1)C(=O)c1ccc(NC(=O)c2ccccc2)cc1
 : 6 | -13 | -1.1 | -1.4 | 0.0 | -2 | 1 | -6 | -9 | -1
25) CCCCC1=CC2=C(c3ccco3)C(=O)C(C)(OC(=O)c3ccc(OC)cc3)C(=O)C2=CN1CCN1CCOCC1 (stereo unspecified)
 : 0 | 2 | . | 4.3 | -0.1 | -1 | -15 | 0 | 17 | -31
26) CCCN1CCN(C(=O)c2ccc(CS(=O)c3ccc(Br)cc3)o2)CC1 (stereo unspecified)
 : 7 | . | -1.2 | -4.2 | -0.3 | 0 | 2 | 0 | -5 | -2
27) CCn1c(-c2ccccc2Cl)nn(CC(=O)Nc2ccccc2OC)c1=S
 : 6 | 4 | 0.3 | -0.9 | -0.6 | 0 | 1 | 0 | 4 | 2
28) COc1cccc(CN2CC(C(=O)NCc3cccc(Cl)c3)CCC2=O)c1 (stereo unspecified)
 : 9 | -3 | -0.2 | -2.1 | -0.1 | 6 | -2 | -2 | -7 | -5
29) Cc1cc(-c2ccccc2)nc(N/N=C/c2ccc(O)cc2O)n1
 : 6 | -2 | 2.4 | 3.7 | 0.0 | -2 | -1 | -1 | -5 | -8
30) CC1=C(C(=O)OCC2CCCO2)C(c2cccc(O)c2)NC(=O)N1 (stereo unspecified)
 : -26 | -1 | -1.1 | -1.3 | -0.3 | -5 | 1 | 4 | -8 | -2

Complete entries, quoted from the list. Screens in order: CendR NRP1 mod | Scp-1 inhibitor | MsrA inhibitor | LMPTP inh | TbMetRS inhib | bovine MsrA act | DNMT1 inh | STEP inh | E coli Lon inh | SUMO1 PPI mod
CCn1c(-c2ccccc2Cl)nn(CC(=O)Nc2ccccc2OC)c1=S is listed with 6 | 4 | 0.3 | -0.9 | -0.6 | 0 | 1 | 0 | 4 | 2
CN(Cc1ccccc1)C(=O)c1ccc(NC(=O)c2ccccc2)cc1 is listed with 6 | -13 | -1.1 | -1.4 | 0.0 | -2 | 1 | -6 | -9 | -1
CCCN1CCN(C(=O)c2ccc(CS(=O)c3ccc(Br)cc3)o2)CC1 (stereo unspecified) is listed with 7 | . | -1.2 | -4.2 | -0.3 | 0 | 2 | 0 | -5 | -2

Next section.
Values in the order: CendR NRP1 mod | Scp-1 inhibitor | MsrA inhibitor | LMPTP inh | TbMetRS inhib | bovine MsrA act | DNMT1 inh | STEP inh | E coli Lon inh | SUMO1 PPI mod
31) COc1cccc(CC(=NO)c2cccc(OC)c2)c1
 : -8 | -8 | -0.6 | -0.1 | 0.3 | -1 | -1 | -1 | -9 | -3
32) CCOC(=O)C1CCCN(C(=O)c2ccccc2OC(F)(F)F)CC1 (stereo unspecified)
 : 5 | . | -0.8 | 0.1 | 0.4 | -1 | 7 | -2 | -2 | 8
33) COCCCNC(=O)/C(C#N)=C/c1ccc(F)cc1
 : -10 | -2 | 1.8 | -2.6 | -0.6 | -2 | -7 | 3 | 2 | -4
34) O=C(COc1c(Br)cc(Br)c2cccnc12)N1CCc2ccccc2C1
 : -1 | -4 | . | 4.3 | -0.5 | -1 | -3 | 3 | -2 | -5
35) CCOC(=O)C1=C(O)C(=O)N(c2ccc(S(N)(=O)=O)cc2)C1c1ccc([N+](=O)[O-])cc1 (stereo unspecified)
 : -14 | -2 | 1.4 | -2.5 | 0.0 | -4 | -2 | -1 | -2 | -14
36) O=c1cc(CSc2n[nH]c(=O)n2C2CC2)c2ccc(O)cc2o1
 : -15 | -17 | 0.8 | -2.0 | -0.2 | -1 | 1 | 1 | 1 | -16
37) COC(=O)CCC(=O)NNC(=O)c1ccc(Br)cc1
 : 18 | -5 | -0.4 | -1.7 | -0.3 | -1 | 1 | -1 | -6 | 0
38) CCN(CC)CCn1c(=S)[nH]c2ccc(Br)cc2c1=O
 : 4 | -7 | 0.4 | -0.6 | 0.7 | -3 | 1 | 6 | -6 | 7
39) CC(Oc1nc2c(c(=O)n(C)c(=O)n2C)n1C)C1CCCCC1 (stereo unspecified)
 : 11 | -13 | 0.2 | -3.6 | -0.4 | -2 | -2 | 0 | 6 | 2
40) COc1ccc(O)c(CN2CCN(CCCc3ccccc3)C(CCO)C2)c1 (stereo unspecified)
 : 1 | -2 | -0.2 | -0.3 | -0.2 | -2 | -1 | -1 | -10 | 1
41) C(CCN1CCOCC1)CN1CCOCC1
 : 14 | . | 1.1 | -3.0 | -0.7 | -5 | -4 | 3 | 0 | 5
42) Cc1cc(N2CCN(S(=O)(=O)c3ccccc3)CC2)c2ccccc2n1
 : -17 | -4 | 1.4 | 41 | -0.7 | -3 | 0 | 2 | 2 | -2
43) COC(=O)COc1cccc(NC(=O)c2cccs2)c1
 : 2 | -4 | -0.7 | 0.8 | 0.4 | -8 | 7 | -3 | -8 | -1
44) O=C(CN1C(=O)c2ccccc2S1(=O)=O)c1ccccc1F
 : -5 | -13 | 0.8 | -0.3 | -0.2 | -1 | 0 | -2 | -9 | -4
45) O=C(CCCOc1ccccc1)NNC(=O)c1ccncc1
 : 5 | -2 | 0.2 | -0.6 | -0.2 | -2 | 0 | -2 | -6 | 4
46) CCC1(c2ccccc2)NC(=O)N(CC(=O)Nc2ccc(Cl)c(S(=O)(=O)N3CCCCC3)c2)C1=O (stereo unspecified)
 : -1 | -10 | -0.2 | 1.4 | -0.2 | -2 | -3 | -2 | -11 | 1
47) CCN(Cc1nc(-c2ccccc2)no1)C(=O)c1ccoc1C
 : -6 | -5 | 0.4 | -1.4 | 0.3 | -3 | 0 | 0 | 6 | -3
48) O=C(c1cc(=O)c2ccccc2o1)N(Cc1ccccc1)C1CCS(=O)(=O)C1 (stereo unspecified)
 : 12 | -5 | -0.3 | -1.9 | 0.2 | -2 | 2 | 2 | -5 | 1
49) Cc1ccc(S(=O)(=O)N2C/C=C\CN(S(=O)(=O)c3ccccc3Br)CC2)cc1
 : 6 | -9 | 0.6 | 3.1 | -0.8 | -3 | -5 | 0 | -13 | 1
50) Cc1ccc(CNC(=O)c2cnc3ccccc3n2)cc1
 : 8 | -2 | 0.1 | 2.1 | -0.1 | -4 | 0 | 2 | 2 | -22
51) COc1ccc(N2CS(=O)(=O)/C(=C/N(C)C)C2=O)cc1
 : -2 | -5 | 1.2 | 0.0 | -0.2 | -1 | 0 | 3 | -8 | -1
52) CC[C@@]1(C(=O)OC)N[C@H](CN(C)C(=O)COC)[C@@H]2C(=O)N(Cc3ccccc3)C(=O)[C@@H]21
 : -8 | -4 | -0.9 | -2.1 | -1.4 | -5 | 6 | -1 | -4 | 2
